From PubChem
Mm-Cpn inhibitor: M. maripaludis TRiC chaperonin inhibition; purified Mm-Cpn ATPase, ADP Transcreener TR-FRET; 330,000 compounds, 0.031% hits; AID 504842; Potency, µM (titrated, usually from 76.9 µM), for the others: at the highest dose activity, negative = inhibition, most hits filed as inhibitors; note: potency is the fitted concentration of half-maximal effect; % is set by controls: 0 for no effect and ±100 for the full control effect; nearly all actives have a fitted effect of over 80% in size
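Inhibition of chaperonin ATP hydrolysis is measured as reduced ADP production, detected by competitive TR-FRET in which signal falls with ADP. Final enzyme 25 nM and ATP 10 uM, reacted 30 min at 37°C.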
TGFb SMAD3 inh: TGF-b pathway inhibition; Potency, µM (titrated, usually from 46.1 µM), for inactives: at the highest dose activity, negative = inhibition, most hits filed as inhibitors; HepG2 CAGA-GFP TGF-b/SMAD3 reporter, GFP fluorescence, 18 h; TGF-beta stimulated, 500 pg/mL final; AID 588855; 410,000 compounds, 1.2% hits; note: potency is the fitted concentration of half-maximal effect; % is set by controls: 0 for no effect and ±100 for the full control effect; nearly all actives have a fitted effect of over 65% in size
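First, reporter cells (HEPG2 CAGA-GFP) rested 2 h at 37 degrees C. Next, compounds were pinned in and TGF-beta added to 500 pg/mL final. After 18 h, GFP was imaged per cell and summed per well.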
A549 viability: A549 cytotoxicity, counter-screen for Nrf2 inhibitors; Potency, µM (highest dose often 46 µM), inactives show at the highest dose activity change, negative = cytotoxicity, usual class: inhibitors; 390,000 compounds, 0.16% hits; A549 ARE-Fluc cells, CellTiter-Fluor viability, 18-24 h; AID 504648; note: potency is the fitted concentration of half-maximal effect; % is set by controls: 0 for no effect and ±100 for the full control effect
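A549 ARE-Fluc cells in 5% FBS OPTI-MEM, 5000 cells/well, rested 2 h then exposed to compounds in concentration-response for 18-24 h at 37 °C. Viability by CellTiter-Fluor fluorescence (Ex 405/Em 525) after 30 min; luciferase luminescence (BugLite, 15 min, RT) read afterwards.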
CCT chaperon mod: changes cytosolic chaperonin activity | purified chaperonin ATPase assay, HTRF ADP detection, 30 min | AID 651819 | activity change, % (concentration not given with the values), hits read low | 360,000 compounds, 0.3% hits; in the data active = activity change below about -30%; note: % is set by controls: 0 for no effect and ±100 for the full control effect
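TRiC (40 or 20 nM final, by batch activity) in 30 mM Tris pH 7.4, 100 mM KCl, 5 mM MgCl2, 1 mM DTT was treated with compound at 76 uM single dose, then 10 uM ATP, 30 min at 37 °C. ADP was read by HTRF Transcreener.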
Abeta yeast res: restores growth of yeast expressing A-beta42 peptide. yeast expressing A-beta42, growth rescue, OD600, 48 h; response scale: 0% DMSO, 100% iron-clioquinol control. Potency, µM (titrated, usually from 46.1 µM), for inactives: at the highest dose growth rescue, actives largely listed as activators. 410,000 compounds, 0.063% hits; note: potency is the fitted concentration of half-maximal effect; nearly all actives have a fitted effect of over 55% in size
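Growth rescue measured by 600 nm absorbance after 48 h yeast culture at 30 C with compound. Values normalized between DMSO and an equimolar ferric chloride plus clioquinol control.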
Nrf2 inh: Nrf2 pathway inhibition. A549 ARE-Fluc reporter, luciferase luminescence, 18-24 h. Potency, µM (highest dose often 46 µM), without a hit: top-dose activity change, negative = inhibition, actives largely listed as inhibitors. 360,000 compounds, 2.1% hits; note: potency is the fitted concentration of half-maximal effect; % is set by controls: 0 for no effect and ±100 for the full control effect; nearly all actives have a fitted effect of over 60% in size
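Reporter: ARE-Fluc in A549. Exposure: 18-24 h, 37 °C, 5% CO2, 5% FBS OPTI-MEM. Readouts: fluorescent cytotoxicity (CellTiter-Fluor), then luminescent Nrf2 signal after BugLite.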
HepG2 tox: counter-screen for TGF-b inhibitors: cytotoxicity in HepG2 cells | HepG2 CAGA-GFP viability, ATP luminescence, 18 h | Potency, µM (highest dose often 46.1 µM), for the others: at the top dose activity change, negative = cytotoxicity, most hits filed as cytotoxic | 410,000 compounds, 0.76% hits; note: potency is the fitted concentration of half-maximal effect; some results filed as inactive show a strong effect at the top dose
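CellTiter-Glo luminescence gave cytotoxicity after 18 hours at 37 degrees C. The cells were HepG2 CAGA-GFP in 1% FBS DMEM, stimulated with 500 pg/mL TGF-beta after compound addition. %Activity was normalised to no-cell wells (complete cell-killing) and DMSO (no toxicity), and curves were fitted and classified.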
pAkt inh: Akt phosphorylation inhibition; Neuro2A IGF-stimulated pAkt S473 HTRF, 20 min; active compounds read low; 360,000 compounds, 0.32% hits; activity change, % for hits at 50 µM; in the data active = activity change below about -80%; inconclusive = mostly about -51% to -80%; note: % is set by controls: 0 for no effect and ±100 for the full control effect
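Single-point screen (50 µM final compound) in Neuro2A cells stimulated 20 min with 6 nM IGF at 37 deg C. After lysis, Ser473-phosphorylated Akt read by HTRF (ex 330 nm, em 615/665 nm) as the 665/615 ratio.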
Nrf2 activator: activators of Nrf2 (ARE) signaling. AREc32 ARE-luciferase reporter (MCF7-derived line), luminescence, 24 h. Potency, µM (titrated, usually from 46.1 µM), for the others: top-dose activation, hits mostly activators. 410,000 compounds, 0.31% hits; note: potency is the fitted concentration of half-maximal effect; % of control where 0% means no effect; nearly all actives have a fitted effect of over 65% in size
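AREc32_Fluc, 1000 cells/well, OPTI-MEM + 5% FBS, o/n 37 deg C 5% CO2; 23 nL cpd by pin tool, 24 hr; Steady-Glo 30 min RT, luminescence.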
Numbers without * were called inactive; i = inactive; u = inconclusive; x = no result given; & = joins results of further samples; ! = a repeat was not active; [ ] = another dose, or the depositor's remark. Unless noted, calls come from the whole dose curve; as a rule, active = well fitted curve in the direction sought with a large enough effect; inconclusive = small, poorly fitted or top-dose-only effect, or another doubt; inactive = no such curve, though single readings can be large; an effect the other way counts as inactive or inconclusive.

Screens in order – Nrf2 activator	Nrf2 inh	A549 viability	HepG2 tox	CCT chaperon mod	Abeta yeast res	Mm-Cpn inhibitor	pAkt inh	TGFb SMAD3 inh
- CCOC(=O)CSc1nnc2n(Cc3ccccc3)c(=O)c3c4c(sc3n12)CCC4
 : 0.3%	0%	8%	-20%	-2.6	23%	0%	i	u
- O=[N+]([O-])c1cc(/C=N/O)ccc1Sc1ccccc1
 : 5.5%	-17%	-12%	-44%	-1.6	-31%[inhibitor]	0%	i	16%
- Cc1cc2oc(=O)cc(C)c2cc1NC(=O)CCl
 : u	u	-5%	-36%	-1.5	1%	0%	i	0%
- CCN(CC)S(=O)(=O)c1ccc(N2CCOCC2)c(NC(=O)c2cc(C)cc(C)c2)c1
 : -0.2%	-13%	1%	-42%	-3.0	17%	-2%	i	-5%
- Cn1cnnc1SCC(=O)N(Cc1ccc2c(c1)OCO2)C1(C(=O)NC2CCCCC2)CCCC1
 : -0.6%	x	0%	-20%	-2.0	-6%	1%	x	-15%
- c1cncc(-c2noc(-c3ccc4ccccc4c3)n2)c1
 : 0.6%	u	-10%	-7%	0.4	-11%	-7%	i	-4%
- COc1ccc(OC)c(C2C(C#N)=C(N)N(N(C)C)C3=C2C(=O)CCC3)c1 (stereo not drawn)
 : -0.7%	1%	-9%	8%	-2.3	-40%[inhibitor]	2%	i	0%
- CCOC(=O)c1cc(CC)sc1NC(=O)COc1ccccc1C
 : -0.8%	2%	4%	-14%	x	-1%	x	x	-9%
- Cc1cc(C)cc(CSCC(=O)NN=C2CCCCCC2)c1
 : -0.6%	11%	2%	-22%	0.3	-9%	2%	i	-9%
- COc1ccc(C(=O)O/N=C(\N)Cc2ccc(Cl)c(Cl)c2)cc1OC
 : 3.1%[9.22 µM]	u	u	-85%	-2.9	-92%[inhibitor]	0%	i	u
- COc1ccc(CCNC(=O)c2cnc3ccc(C)cn3c2=O)cc1OC
 : 1.2%	-4%	3%	0%	x	-21%	x	x	-7%
- Cc1ccccc1C(OCC(O)CN1CCCCC1CCO)c1ccccc1 (stereo not drawn)
 : 3.5%	9%	-13%	-13%	-1.0	8%	1%	i	0%
- CC(=O)Oc1cc2oc(=O)cc(C)c2cc1OC(C)=O
 : 0.9%	2%	3%	-21%	-0.1	2%	-7%	i	-19%
- Cc1ccc(CN2CCSc3ccc(C(=O)NCc4ccccn4)cc32)cc1
 : 0.0%	-6%	0%	-68%	-0.3	-5%	-5%	i	u
- C[C@]12CCC(=O)C=C1CC[C@@H]1[C@@H]2CC[C@@]2(C)[C@H]1CC[C@@]21CCC(=O)O1
 : 3.3%	-25%	5%	-24%	-2.5	-18%	0%	i	-17%
- Cc1ccc(C)c(NC(=O)c2cc(-c3cccnc3)nc3ccccc23)c1
 : -0.4%	7%	8%	-30%	-1.2	2%	-1%	i	-4%
- CCN(CC)S(=O)(=O)c1ccc2c(c1)nc(CCC(=O)O)n2CC
 : -0.4%	-3%	-1%	-1%	-1.2	-17%	1%	i	0%
- Cc1ccc(CNC(=O)C(=O)NCC2OCCCN2S(=O)(=O)c2cccs2)cc1 (stereo not drawn)
 : -0.4%	-13%	-1%	-18%	0.0	-4%	0%	i	0%
- CC(=O)c1ccc(S(=O)(=O)NC2CC2)cc1
 : -0.7%	15%	1%	5%	0.3	17%	2%	i	-4%
- CC(CSC(=O)c1ccccc1)C(=O)N1c2ccccc2CC1C(=O)O (stereo not drawn)
 : 4.0%	x	x	-31%	0.8	1%	x	i	-4%

More entries:
Screens in order – Nrf2 activator	Nrf2 inh	A549 viability	HepG2 tox	CCT chaperon mod	Abeta yeast res	Mm-Cpn inhibitor	pAkt inh	TGFb SMAD3 inh
- COc1ccc(OC(=O)c2cccc(S(=O)(=O)N3CC(C)OC(C)C3)c2)cc1 (stereo not drawn)
 : -0.7%	5%	-1%	-5%	-1.4	3%	1%	i	0%
- O=C(COc1ccccc1Cl)NNC(=O)c1ccc2nc[nH]c2c1
 : -0.4%	u	-12%	-12%	1.2	-9%	3%	i	3%
- Cn1c(SCC(=O)NCCNC(=O)CSc2nnc(C(F)(F)F)n2C)nnc1C(F)(F)F
 : 4.1%	25%	1%	-2%	-2.4	18%	1%	x	-19%
- Cc1cc(Cl)ccc1OCC(=O)NCC(=O)N/N=C/c1ccco1
 : -0.3%	25%	-5%	24%	-0.3	10%	1%	i	-11%
- COc1cc(/C=N/NS(=O)(=O)c2ccc(Br)cc2)ccc1O
 : 8.0%	-16%	8%	2%	1.6	16%	1%	i	1%
- CCN(CC)CCSc1nnc2c3cc(C)ccc3n(Cc3ccccc3)c2n1
 : 7.5%	1%	-17%	-30%	-2.0	-3%	1%	i	u
- COc1ccc(CCc2nc(C)ccc2O)cc1
 : 1.6%&0.7%	-8%&3%	-4%&1%	4%&-28%	-67*!	-9%&-5%	0%&2%	i	6%&1%
- COc1ccc(C)cc1N(CC(=O)NC1CCCC1)C(=O)Cn1nnc(-c2ccc(C)o2)n1
 : 0.0%	-21%	0%	-4%	-2.9	9%	2%	i	-4%
- Oc1cccc(/C=N/Nc2ncnc3c2ncn3Cc2ccccc2)c1
 : 2.5%	u	0%	0%	-0.3	4%	-4%	i	-3%
- Cc1ccc(-c2cc(C(=O)O)n[nH]2)o1
 : 0.2%	15%	0%	-8%	-12	-8%	-1%	i	2%
- Cc1cc(C)cc(NC(=O)N2CCC(N3CCN(Cc4ccccc4)C(=O)C3=O)CC2)c1
 : -0.6%	x	4%	0%	x	-13%	x	x	-10%
- CCCOc1ccccc1C(=O)N1CCNC(=O)C1CC(=O)OC(C)C (stereo not drawn)
 : 0.0%	-5%	11%	19%	-3.6	24%	-4%	i	0%
- CCC(=O)N1CCN(CCN=CC2=C(O)CC(c3cccs3)CC2=O)CC1 (stereo not drawn)
 : -0.4%	2%	-1%	2%	0.6	0%	2%	i	-4%
- CC(C)Sc1cc(N2CCOCC2)nc(-c2ccccc2)n1
 : -0.4%	-21%	-3%	-38%	1.7	1%	1%	i	-17%
- O=C1CC(NCc2ccncc2)C(=O)N1c1ccc(Cl)cc1 (stereo not drawn)
 : 0.2%	25%	-5%	-4%	-1.8	-8%	2%	i	11%
- Cc1ccccc1OCc1nnc(SC(C)C(=O)O)n1Cc1ccccc1 (stereo not drawn)
 : 0.0%	-5%	5%	5%	0.6	-10%	0%	i	2%
- Cc1ccc(-n2nnc3c(=O)n(CC(=O)c4ccccc4)cnc32)cc1
 : 0.2%	-2%	-1%	-39%	-3.1	-6%	1%	i	-10%
- O=C(Nc1ccccn1)c1ccc(Br)c(S(=O)(=O)N2CCCC2)c1
 : 7.7%	-11%	4%	-17%	-0.9	10%	-1%	i	-3%
- Cc1cccc(C(=O)c2cccc(C)c2)c1
 : 0.2%	8%	-4%	-1%	-0.2	12%	0%[15.4 µM]	i	u
- CCOC(=O)c1c(NC(=O)C(C)Sc2nnc(C)c(=O)[nH]2)sc2c1CCCC2 (stereo not drawn)
 : 0.1%	-17%	1%	-11%	-3.7	-2%	0%	i	u

The results go on:
Screens in order – Nrf2 activator	Nrf2 inh	A549 viability	HepG2 tox	CCT chaperon mod	Abeta yeast res	Mm-Cpn inhibitor	pAkt inh	TGFb SMAD3 inh
- CCC(C)c1ccc(NC(=O)CSc2nncn2N)cc1 (stereo not drawn)
 : 6.0%	u	-7%	-3%	-1.1	13%	0%	i	0%
- O=C(Nc1ncc2c(n1)CC(c1ccco1)CC2=O)c1ccccc1 (stereo not drawn)
 : u	u	6%	-1%	1.5	28%	1%	i	-4%
- COc1ccc(OC)c(C2CC(=O)c3c([nH]c(C(=O)OC4CCC(C)CC4)c3C)C2)c1 (stereo not drawn)
 : 0.4%	-21%	-6%	-5%	x	-7%	x	x	-10%
- COc1cc(/C=N/NC(=O)c2ccc(N(C)S(=O)(=O)c3ccccc3)cc2)cc(OC)c1OC
 : 2.5%	-20%	-3%	-2%	0.4	5%	1%	i	-18%
- CCCCCSc1nc2c(cnn2-c2ccc(F)cc2)c(=O)[nH]1
 : -0.2%	-1%	22%	-5%	2.0	-28%	-3%	i	15%
- CN1C(=O)c2ccccc2C(O)c2ccccc21 (stereo not drawn)
 : 0.1%	-16%	1%	-37%	1.2	2%	x	i	21%
- Cc1cc(=O)oc2cc(OS(C)(=O)=O)ccc12
 : 0.0%	-19%	9%	-16%	-4.3	1%	0%&2%	i	0%
- Cc1ccccc1C(=O)Nc1ccccc1C(=O)N1CCC(C)CC1
 : -0.8%	-6%	0%	-24%	-2.1	-27%	1%	i	8%
- Cc1cccc(N2CCN(C(=O)Cn3c(-c4cccs4)cc4ccccc43)CC2)c1C
 : 0.3%	-27%	5%	-11%	x	5%	x	x	-26%
- COc1ccc(-c2nc(CS(=O)CC(=O)NC(C)CCc3ccccc3)c(C)o2)cc1OC (stereo not drawn)
 : 3.4%	-16%	-3%	-20%	0.2	-10%	-2%	x	u
- Cc1cc(C)c(C(=O)/C=C/c2cccc3ccccc23)c(=O)[nH]1
 : -2.9%	18µM*	u	-42%	-1.5	5%	-8%	i	u

Shown as a hit in CCT chaperon mod, of those listed so far:
Molecule	Nrf2 activator	CCT chaperon mod	Mm-Cpn inhibitor	pAkt inh	TGFb SMAD3 inh
COc1ccc(CCc2nc(C)ccc2O)cc1	1.6%&0.7%	-67*!	0%&2%	i	6%&1%
